# FBPA coupling cs = counter-screen for Giardia aldolase inhibitors: coupling enzyme system | 290,000 compounds, 0.67% hits | coupling enzyme system counterscreen, AmpLite Red fluorescence | activity change, negative = inhibition, % at 58.2 µM, hits read low | AID 2472; in the data active = activity change below about -30%
#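 Final compound at 57.5 uM, incubated 10 min at RT with coupling enzyme reagent (glyceraldehyde-3-phosphate), then 20 min with substrate and AmpLite Red detection. Fluorescence read at 525/598 nm; tests interference with the coupling assay, not aldolase inhibition.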
# KCNH2 3.1 inh = blocks the human KCNH2 3.1 channel isoform. U2OS KCNH2 3.1, thallium flux FluxOr; stronger effect = lower value. activity change, % (tested at about 1.8 µM). 340,000 compounds, 0.95% hits;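 active = maximum activity change below -70%; inconclusive = maximum activity change from -70% to -50%; inactive = maximum activity change above -50%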;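 note: thallium influx rate constant from kinetic fluorescence after stimulation buffer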
#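 Channel expression came from 3.1 mutant virus (1.77 x 10^8 /mL) applied to suspended U2OS cells for 4 h. Flux was tracked with FluxOr dye plus Red40 quencher, and kinetic rate constants normalized to controls.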
# B2AR arrestin = beta2AR (human) beta-arrestin recruitment activity | P07550 | beta-arrestin recruitment to beta2AR, cell-based reporter | Potency, µM (series often up to 46.1 µM), for inactives: at the highest dose activation, usual class: activators | 330,000 compounds, 0.02% hits;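 note: potency is the fitted concentration of half-maximal effect; 0% = DMSO controls and full agonism = EC100 isoproterenol or metaproterenol; nearly all actives have a fitted effect of over 65% in size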
# uPA generation = cell surface uPA generation inhibition | 330,000 compounds, 0.31% hits | cell surface uPA generation assay, qHTS | Potency, µM (titrated, usually from 38.3 µM), inactives show top-dose activity change, negative = inhibition, actives largely listed as inhibitors; active = well fitted inhibition curve with a large enough effect; inconclusive = small, poorly fitted or top-dose-only effect; inactive = no such curve, though single readings can be large or run the other way; tested in mouse RAW 264.7 cells; note: potency is the fitted concentration of half-maximal effect; nearly all actives have a fitted effect of over 55% in size
# USP2a block = blocks human ubiquitin-specific protease USP2a | USP2 core, Ub-CHOP2 coupled fluorogenic reporter, 485/531 | Potency, µM (top dose mostly 38.3 µM), for the others: at the top dose activity change, negative = inhibition, actives largely listed as inhibitors | 330,000 compounds, 0.01% hits | AID 463254;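 note: potency is the fitted concentration of half-maximal effect; plate controls were DMSO wells for no effect and full inhibition by NEM control for full effect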
#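 Deubiquitinase activity read as fluorescence (485/531 nm) after Ub-CHOP2 cleavage activates the enterokinase reporter on its substrate; USP2 core 10nM, Ub-CHOP2 and substrate 25nM each, 30min compound preincubation then 60min RT; data normalized to NEM, curves fitted.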
# Eya2 phos inh = inhibitors of human Eya2 phosphatase activity. O00167. recombinant Eya2, OMFP fluorescence dephosphorylation (OMFP is methylfluorescein phosphate). Potency, µM (series often up to 76.9 µM), for the others: at the highest dose activity, negative = inhibition, most hits filed as inhibitors. 330,000 compounds, 0.006% hits; note: potency is the fitted concentration of half-maximal effect
# Target sequence (O00167 whole entry, looked up): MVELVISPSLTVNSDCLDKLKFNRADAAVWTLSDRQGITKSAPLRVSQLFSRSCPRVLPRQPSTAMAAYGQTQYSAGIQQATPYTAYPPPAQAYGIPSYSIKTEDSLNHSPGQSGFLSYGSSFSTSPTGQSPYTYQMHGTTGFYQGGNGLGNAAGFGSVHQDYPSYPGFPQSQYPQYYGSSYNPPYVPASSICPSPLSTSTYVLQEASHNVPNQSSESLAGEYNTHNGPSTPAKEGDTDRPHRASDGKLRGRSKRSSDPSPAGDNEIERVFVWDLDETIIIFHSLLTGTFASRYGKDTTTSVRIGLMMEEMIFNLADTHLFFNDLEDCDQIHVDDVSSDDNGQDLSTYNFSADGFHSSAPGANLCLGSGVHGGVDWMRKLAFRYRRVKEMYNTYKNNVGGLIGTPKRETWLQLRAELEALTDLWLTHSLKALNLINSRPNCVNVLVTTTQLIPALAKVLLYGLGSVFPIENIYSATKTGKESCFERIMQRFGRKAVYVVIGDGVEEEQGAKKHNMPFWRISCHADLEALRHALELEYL
#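 Eya2 (0.2 uM) preincubated 10 min at ambient with compound, then OMFP substrate added at 50 uM; 10 min reaction in 50 mM HEPES pH 7.5, 50 mM NaCl, 5 uM MgCl2, 0.05% BSA, 1 mM DTT. Fluorescence read at Ex 485/Em 525 nm.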
# PKM2 activator = activators of human pyruvate kinase M2 | Potency, µM (doses to about 57.5 µM), without a hit: at the highest dose activation, most hits filed as activators | P14618 | purified PKM2, Kinase-Glo ATP luminescence, activation; response scale: 0% is enzyme alone, no compound | 260,000 compounds, 0.34% hits; note: potency is the fitted concentration of half-maximal effect; nearly all actives have a fitted effect of over 55% in size
# Target sequence (P14618 whole entry, looked up): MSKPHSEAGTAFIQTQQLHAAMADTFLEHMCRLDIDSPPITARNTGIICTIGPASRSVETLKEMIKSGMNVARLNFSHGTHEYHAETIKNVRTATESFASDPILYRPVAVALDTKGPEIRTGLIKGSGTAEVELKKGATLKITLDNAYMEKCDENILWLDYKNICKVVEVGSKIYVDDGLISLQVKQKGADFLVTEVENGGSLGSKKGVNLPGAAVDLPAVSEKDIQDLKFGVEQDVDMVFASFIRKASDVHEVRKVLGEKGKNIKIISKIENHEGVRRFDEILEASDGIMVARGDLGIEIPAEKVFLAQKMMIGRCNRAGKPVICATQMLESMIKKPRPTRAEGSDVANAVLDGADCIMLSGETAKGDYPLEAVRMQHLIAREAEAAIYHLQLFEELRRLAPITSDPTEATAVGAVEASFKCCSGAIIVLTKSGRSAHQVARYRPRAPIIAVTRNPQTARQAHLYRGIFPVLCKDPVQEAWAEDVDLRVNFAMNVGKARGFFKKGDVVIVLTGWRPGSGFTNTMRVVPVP
#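 hPK-M2, >95% pure; 0.1 mM ADP / 0.5 mM PEP final; imidazole pH7.2 buffer w/ 7 mM MgCl2, 50 mM KCl; 1 h RT; Kinase-Glo lum. Intermediate enzyme activity for dual inhibitor/activator qHTS.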
# KCNH2 WT inh = KCNH2 (human, wildtype) channel inhibition; Q12809; U2OS, BacMam KCNH2, thallium flux FluxOr; stronger effect = lower value; activity change, % at 1.84 µM; 340,000 compounds, 0.37% hits; AID 720551;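 active = maximum activity change below -70%; inconclusive = maximum activity change between -70% and -50%; inactive = maximum activity change above -50%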
#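 U2OS cells transduced with wild-type KCNH2 virus are loaded with FluxOr dye for 45 min, and thallium flux is measured in kinetic reads before and after stimulation buffer. Rate constants are normalized to DMSO controls.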
# Giardia killer = Giardia lamblia killing | Giardia lamblia trophozoite viability | activity change, % at 7.66 µM, hits read low | 340,000 compounds, 0.15% hits | AID 540267; in the data active = activity change below about -80%; inconclusive = between about -30% and that limit;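 note: parasites exposed to compound for two days anaerobically before the ATP read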
#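 Giardia trophozoites, 100 cells per well, were exposed to compounds for 48 hrs at 37 deg C under anaerobic conditions; viability was then read as ATP content by bioluminescence after 15-30 min at room temperature.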
# GALK inh = blocks human galactokinase activity. P51570. Purified GALK, Kinase-Glo residual ATP luminescence. Potency, µM (doses to about 57.5 µM), inactives show at the highest dose activity change, negative = inhibition, most hits filed as inhibitors. 270,000 compounds, 0.007% hits; note: potency is the fitted concentration of half-maximal effect
#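 Luminescence from leftover ATP (Ultra-Glo luciferase/luciferin) served as read-out after a 1 h room-temperature reaction of 5 nM GALK with 35 uM ATP and 100 uM galactose.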
# Chronic BCR inh = blocks chronic active B-cell receptor signaling. ABC-DLBCL IkBa-CBG/CBR reporter, luminescence ratio, 4 h. Potency, µM (highest dose often 46.1 µM), for inactives: at the highest dose ratio change, negative = lower green/red ratio, most hits filed as inhibitors. 340,000 compounds, 0.05% hits. AID 493014; active = well fitted inhibition curve with a large enough effect in the signal ratio, with a control signal flat, not every such curve was filed as active; inconclusive = small, poorly fitted or top-dose-only effect, or effect the other way, or a change in a side signal; the % refers to the signal ratio;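 note: potency is the fitted concentration of half-maximal effect; plate controls were basal doxycycline-induced cells for no effect and cells given 10 µM MG132 for full effect; MG132 reads +100%, hits lower the ratio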
#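 TMD8 ABC-DLBCL cells carrying doxycycline-inducible green luciferase fused to IkappaBalpha plus unfused red luciferase were exposed to compounds (up to 46 uM) for 4 hrs at 37C. Activity came from the overlap-corrected green/red luminescence ratio.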
# * = called active by the depositor; ? = inconclusive; . = no result given. Unless noted, calls come from the whole dose curve; as a rule, active = well fitted curve in the direction sought with a large enough effect; inconclusive = small, poorly fitted or top-dose-only effect, or another doubt; inactive = no such curve, though single readings can be large; an effect the other way counts as inactive or inconclusive. Unless noted, % is set by controls: 0 for no effect and ±100 for the full control effect. No enrichment for hits. Share with any hit: about 2.4%.
SMILES,FBPA coupling cs,KCNH2 3.1 inh,B2AR arrestin,uPA generation,USP2a block,Eya2 phos inh,PKM2 activator,KCNH2 WT inh,Giardia killer,GALK inh,Chronic BCR inh
CCc1nc(SCC(=O)NCc2ccccc2)c2c(=O)n(C)c(=O)n(C)c2n1,2,6,-1.6%,-2%,1%,6%,5%,-10,-15,1%,6%
O=C1Nc2ccccc2N=C(c2ccccc2)C1Br (configuration not stated),-23,18,3.1%,0%,0%,-7%,9%,18,-24,3%,0%
Cc1cc(N2CCN(S(=O)(=O)c3ccc(Cl)cc3)CC2)c2ccccc2n1,3,-95*,0.0%,?,-7%,-2%,1%,?,7,-1%,0%
COc1ccc(CC(=O)NCCc2ccc(S(N)(=O)=O)cc2)cc1,5,12,-0.1%,7%,-1%,-27%,-4%,3,-14,2%,-9%
C/C(=N\Nc1ccccc1)c1cc2ccccc2oc1=O,-3,9,-0.5%,-7%,-4%,-5%,10%,-1,-4,-2%,?
NC(=S)N/N=C/c1ccc(-c2ccc(Cl)c(Cl)c2)o1,2,-6,?,-3%,0%,-9%,22%,-4,16,0%,?
COc1cccc(NC(=O)CCSc2nnc3scc(-c4ccccc4)n23)c1,1,10,0.3%,-8%,-1%,4%,-1%,-13,22,.,-6%
O=C(CC(C(=O)N1CCc2ccccc21)n1ccnc1)NCC1CCCO1 (configuration not stated),3,0,-0.6%,.,-3%,-23%,0%,10,3,0%,-2%
CCn1c(SCC(=O)N2CCN(c3ccccc3)CC2)nc2c([nH]c3ccccc32)c1=O,.,.,-1.0%,2%,0%,-6%,.,-9,15,-3%,?
CCOc1ccc(-n2c([S-])c(C(=O)Nc3ccc(S(=O)(=O)N4CCOCC4)cc3)[n+]3cc(C(N)=O)ccc23)cc1,-4,-44,-0.7%,1%,-1%,-11%,6%,-21,9,5%,-3%
Cc1n[nH]c(=O)n1-c1ccc(C(C)C)cc1,-2,-4,0.0%,5%,0%,16%,-6%,3,-17,1%,-5%
CN(Cc1ccc(Cl)c(Cl)c1)C(=O)c1ccccc1SCC(=O)N1CCCC1,.,-39,-0.6%,-4%,-2%,-17%,.,4,-9,.,-9%
CC1CCc2onc(C(=O)O)c2C1 (configuration not stated),-1,4,-0.3%,2%,1%,10%,1%,-12,-3,-2%,4%
CCC1Sc2ccccc2N(CC(=O)NCCC2=CCCCC2)C1=O (configuration not stated),-1,-5,0.3%,.,-14%,-2%,-1%,-5,-8,1%,-1%
CC(C)CCN1C(=O)c2ccc(C(=O)Nc3cccc(S(N)(=O)=O)c3)cc2C1=O,6,-9,-0.9%,-2%,2%,-7%,1%,15,8,0%,1%
O=C(C(Cc1ccccc1)NS(=O)(=O)c1cccc2cccnc12)N1CCc2ccccc21 (configuration not stated),0,-3,-0.7%,5%,4%,0%,4%,-16,6,2%,?
COc1ccc(C(C)=O)cc1COC(=O)CNC(=O)c1ccc(F)cc1,2,17,-0.9%,4%,0%,9%,0%,12,-1,-2%,?
CC(=O)c1ccc(OC(C)C)c(CSC(=N)N)c1,-1,11,0.2%,-10%,12%,19%,-4%,1,-8,-1%,-16%
Cc1cccc(C(C)(C)C)c1OCCN1CCCC1,-1,4,-1.5%,0%,3%,-2%,-18%,9,-17,2%,-3%
CC(=O)Nc1ccc(S(=O)(=O)NCc2nc(-c3ccccc3)no2)cc1,-3,-12,-0.3%,5%,0%,5%,-6%,-1,-15,-4%,-9%
CCc1cccc(NS(=O)(=O)c2cccc3cccnc23)c1,-6,18,-0.6%,1%,-1%,-3%,.,7,10,1%,1%
O=C(Nc1ccc2c(c1)OCO2)Oc1ccccc1,-11,-10,.,.,.,.,-9%,-2,8,0%,.
C=CCn1c(NC(=O)c2ccc(Br)o2)c(S(=O)(=O)c2ccccc2)c2nc3ccccc3nc21,-24,-4,0.3%,0%,-3%,1%,7%,-1,-7,0%,12%
CCOC(=O)c1c(C)n(C)c2c1cc(OC(C)=O)c1ccccc12,3,22,-0.4%,7%,3%,9%,4%,-1,-8,6%,0%
COc1ccc(NC(=O)c2ccc(NS(=O)(=O)c3c(C)noc3C)cc2)cc1OC,4,17,0.0%,-2%,3%,1%,1%,-1,-6,-1%,3%
COC(=O)c1ccc2c(=O)n(CCN3CCOCC3)c(SCC(=O)C(C)(C)C)nc2c1,2,-17,0.2%,.,2%,8%,2%,-8,1,0%,7%
COc1cc(C(=O)NCCc2cc3c(OC)ccc(OC)c3[nH]c2=O)cc(OC)c1OC,0,5,0.3%,4%,1%,2%,6%,-2,-5,1%,?
CCOc1ccc(Nc2oc(-c3ccco3)nc2C#N)cc1,1,3,-0.2%,0%,-2%,-4%,-3%,3,-10,3%,?
COC(=O)c1ccc(CC(=O)c2ccc(O)cc2O)o1,1,-5,-1.0%,-2%,2%,13%,0%,-1,-17,-2%,?
CCC(C(=O)O/N=C(\N)c1ccc(C)cc1)c1ccccc1 (configuration not stated),1,9,-0.1%,6%,3%,-3%,6%,7,5,-2%,?
CC(=O)Nc1ccc(C(=O)COC(=O)CCS(=O)(=O)c2ccccc2)cc1,.,4,-0.3%,0%,0%,17%,.,-3,9,.,1%
CC(=O)OC(COc1ccccc1)Cn1cnc2cc(C)c(C)cc21 (configuration not stated),-6,14,-0.1%,-24%,1%,0%,4%,6,-25,-2%,10%
CC1CC(C)(C)OC(C[N+]2(C)CCCCC2)O1 (configuration not stated),2,3,-1.1%,2%,1%,7%,-1%,-9,-13,0%,?
CCOc1ccc(OCC)c(NC(=O)CN2CCN(c3cccc(C)c3)C(C)C2)c1 (configuration not stated),-5,-7,-1.1%,1%,-2%,0%,10%,3,-2,-7%,4%
CCOC(=O)CNC(=O)c1ccc(OCC(F)(F)F)cc1,1,-4,0.0%,?,1%,14%,9%,-8,-7,8%,?
Cc1nc2ccc(NC(=O)C3=NN(C)C(=O)CC3)cc2s1,.,9,-0.3%,-1%,1%,-27%,.,-16,-6,.,-12%
COC(=O)[C@H](Cc1ccccc1)[C@@H](C)OS(N)(=O)=O,-2,25,-0.8%,-18%,1%,4%,1%,-8,-14,.,-7%
COc1ccc(C2CC(=O)Oc3c2c(=O)n(C)c2ccccc32)c(OC)c1OC (configuration not stated),-2,-8,0.2%,8%,0%,2%,8%,.,0,0%,-8%
CSc1nsc2nc(=O)c(/C=C3\C(C)=Nc4ccc(C)cc43)c(N)n12,-2,1,-0.3%,-5%,-3%,-16%,-18%,-3,2,-6%,?
O=C1C2C3C=CC(C3)C2C(=O)N1c1ccc2ccccc2n1 (configuration not stated),0,5,0.1%,-1%,3%,7%,11%,9,1,1%,?
COc1ccccc1NC(NC(=O)c1ccccn1)C(Cl)(Cl)Cl (configuration not stated),1,-13,-0.4%,-4%,2%,3%,-1%,0,-29,-2%,-18%
Cc1ccc(C)c(NC(=O)COC(=O)c2cc3ccccc3oc2=O)c1,.,3,0.3%,11%,2%,0%,.,2,-13,.,6%
CCC(=O)N(Cc1cc2ccccc2[nH]c1=O)C(C)C,-2,-2,-1.0%,-1%,3%,10%,0%,2,-14,0%,2%
COc1ccc(C2=NS(=O)(=O)N(C)C(C(=O)NCc3cccs3)=C2)cc1OC,2,-8,0.2%,1%,0%,-10%,-1%,9,-18,.,-18%
COc1ccc(NC(=S)/N=C(\N)Nc2nc(C)c3ccc(C)cc3n2)cc1,-1,5,-0.4%,-29%,1%,11%,-1%,2,10,2%,?
CCc1c(C)nc2c(-c3ccccc3)c(C)nn2c1Nc1ccc(NC(C)=O)cc1,8,-8,7.0%,-3%,-9%,-2%,-5%,1,-29,4%,?
COc1ccc(C(=O)OC(C)C(=O)NC2CCCC2)cc1S(=O)(=O)N1CCOCC1 (configuration not stated),.,11,-0.2%,-4%,-5%,3%,.,4,10,.,2%
O=C(CN1C(=O)NC(c2ccccc2)(c2ccccc2)C1=O)N1CCN(c2ccccc2F)CC1,.,-198*,0.0%,-16%,2%,-15%,.,1,1,.,-2%
C=C1C(=O)O[C@@H]2[C@H]1[C@@H](OC(=O)/C(C)=C/C)C/C(C)=C\C(=O)/C=C(\C)[C@@H]2O,1,11,?,?,6%,2%,25%,-8,-28,1%,?

# Bioassay records: PubChem, National Center for Advancing Translational Sciences (NCATS)
